bIAP inhibitor: intestinal alkaline phosphatase (bovine) inhibition | purified bovine IAP, CDP-star luminescence, 30 min | inhibition, % at 20 µM | 190,000 tested, under 10 active;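 active = over 50% inhibition of intestinal alkaline phosphatase at 20 µM in the single-dose screen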
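Assay system: bovine IAP enzyme; medium: DEA buffer 100 mM, pH 9.8, with MgCl2 1.0 mM, ZnCl2 0.02 mM; doses: 20 µM single dose; incubation: enzyme reaction for 30 min at room temperature; detection: CDP-star luminescence signal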
bIAP act: increases bovine intestinal alkaline phosphatase activity; purified bovine IAP, CDP-star luminescence, 30 min; stronger effect = higher value; fold of DMSO-control signal, blank-subtracted; activation factor at 20 µM; hit rate 0.17% among 200,000; AID 1016;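 active = activation factor of 2 or more at 20 µM, a signal rise over negative controls twice the positive control's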
TNAP inh hi DEA: TNAP (human) inhibition, high acceptor; P05186; purified TNAP, CDP-star luminescence, 1 M DEA; inhibition, % at 20 µM; hit rate 0.03% among 200,000; AID 1135;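 active = over 50% inhibition of tissue-nonspecific alkaline phosphatase at 20 µM in the single-dose screen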;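 note: plate controls were DMSO wells for no effect and EDTA-quenched wells as full inhibition for full effect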
Target sequence (P05186 whole entry, looked up): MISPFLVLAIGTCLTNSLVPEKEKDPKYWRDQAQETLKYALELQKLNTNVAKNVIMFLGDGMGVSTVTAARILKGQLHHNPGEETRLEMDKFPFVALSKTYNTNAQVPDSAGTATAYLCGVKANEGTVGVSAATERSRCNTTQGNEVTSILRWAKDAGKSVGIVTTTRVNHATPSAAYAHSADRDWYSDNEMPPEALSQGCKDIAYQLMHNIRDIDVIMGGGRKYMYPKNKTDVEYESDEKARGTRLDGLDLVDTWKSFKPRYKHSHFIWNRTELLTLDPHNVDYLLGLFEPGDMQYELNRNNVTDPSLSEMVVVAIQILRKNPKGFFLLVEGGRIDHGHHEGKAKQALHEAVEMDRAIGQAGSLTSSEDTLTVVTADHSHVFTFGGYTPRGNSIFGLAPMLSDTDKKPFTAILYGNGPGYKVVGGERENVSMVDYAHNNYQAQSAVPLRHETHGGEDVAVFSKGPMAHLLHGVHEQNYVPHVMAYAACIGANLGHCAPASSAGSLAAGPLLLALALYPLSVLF
Diaph act CS: diaphorase activation or chemical reduction counter-screen. Diaphorase/resazurin coupled assay, resorufin fluorescence, 16 min; stronger effect = higher value; 1 = vehicle wells, 0 = NADH-free wells. activation factor at 20 µM. hit rate 0.005% among 190,000. AID 1229;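 active = diaphorase activity raised at least twofold by the compound at 20 µM; inactive = activation factor below 2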
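System – purified diaphorase enzyme from Clostridium kluyveri · Input – enzyme 0.07 U/mL final · Also added – final NADH 0.114 mM, resazurin 0.1 mM · Measured by – fluorescence of resorufin, 544 nm excitation, 590 nm emission · Timing – 16 min enzyme reaction, ambient temperature · Measure – resorufin increase flagging diaphorase activators or reducers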
Lmaj promast: Leishmania major promastigote growth inhibition; Leishmania major promastigotes, resazurin fluorescence viability; inhibition, % at 10 µM; hit rate 9% among 200,000; AID 1063; in the data active = inhibition above about 50%;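 note: promastigotes grown with compound for 44 hours at 28 °C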
PMI act hi M6P: activators of human phosphomannose isomerase at near-saturating mannose 6-phosphate. hit rate 0.34% among 190,000. activation factor at 20 µM. P34949. coupled PMI enzyme assay, resazurin fluorescence, 20 min; stronger effect = higher value; 1 = untreated enzyme, 0 = substrate-free blank;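 active = activation factor of 2 or more at 20 µM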
Target sequence (P34949 whole entry, looked up): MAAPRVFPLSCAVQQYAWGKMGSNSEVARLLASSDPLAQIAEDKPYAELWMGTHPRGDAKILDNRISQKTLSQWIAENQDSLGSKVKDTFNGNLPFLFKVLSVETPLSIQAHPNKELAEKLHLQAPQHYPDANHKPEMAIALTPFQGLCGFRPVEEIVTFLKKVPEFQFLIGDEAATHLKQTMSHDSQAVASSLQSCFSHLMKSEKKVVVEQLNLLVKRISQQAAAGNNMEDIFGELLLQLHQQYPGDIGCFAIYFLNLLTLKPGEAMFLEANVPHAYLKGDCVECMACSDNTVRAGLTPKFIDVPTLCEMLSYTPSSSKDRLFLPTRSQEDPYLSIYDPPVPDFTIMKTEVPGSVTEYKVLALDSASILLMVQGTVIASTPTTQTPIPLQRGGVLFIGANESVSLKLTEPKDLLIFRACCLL
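Material: human phosphomannose isomerase with PGI, G6PDH, diaphorase coupling enzymes / Reagent: Man-6-P substrate 1.0 mM / Dosing: single compound dose of 20 µM, 1% DMSO final / Incubation: enzyme reaction with compound 20 min at room temperature / Signal: resorufin fluorescence (Ex 544/Em 590 nm) from resazurin via diaphorase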
TNAP inh no acc: TNAP (human) inhibition, acceptor-free conditions | P05186 | purified TNAP, CDP-star luminescence, 30 min | inhibition, % at 20 µM | hit rate 0.26% among 200,000;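 active = tissue-nonspecific alkaline phosphatase inhibition above about 50% at 20 µM in the single-dose screen, limit read from the data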;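 note: 0% = DMSO negative control and 100% = EDTA positive control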
TNAP act hi DEA: increases human TNAP activity under high phosphate acceptor concentration; P05186; purified TNAP, CDP-star luminescence, 1 M DEA, 30 min; stronger effect = higher value; 0 = EDTA background, 1 = DMSO-only activity; activation factor at 20 µM; 200,000 tested, under 10 active;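 active = activation factor at least 2 at 20 µM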
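Control set: EDTA negative control, DMSO positive control / Assay system: human TNAP / Quantity: TNAP 1/800 final / Evaluation: TNAP activation factor scaled between EDTA and DMSO control wells / Measured by: luminescent substrate turnover signal / Compound dosing: one dose, 20 µM / Times: 30 min enzyme reaction at room temperature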
Diaphorase inh: counter-screen for diaphorase-based assays: diaphorase inhibitors and chemical oxidizers; diaphorase resazurin-to-resorufin fluorescence, NADH, 16 min; bacterial (C. kluyveri) enzyme, not human; inhibition, % at 20 µM; hit rate 0.69% among 190,000;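 active = primary screen inhibition at 20 µM above a set limit, cut at about 50% in these data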;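 note: plate controls were DMSO with full reaction for no effect and wells lacking NADH for full effect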
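System: Diaphorase enzyme from Clostridium kluyveri | Amount: Enzyme working solution with 0.14 U/mL diaphorase | Benchmarks: No-NADH positive control and DMSO neutral control | Signal: Fluorescence of resorufin formed from resazurin, Ex 544/Em 590 nm | Schedule: 16-min room-temperature incubation before reading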
PMI act: phosphomannose isomerase (human) activation. purified human PMI, coupled resazurin fluorescence, 20 min; stronger effect = higher value; 1 = vehicle control, 0 substrate-free wells. P34949. hit rate 0.005% among 190,000. activation factor at 20 µM;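 active = activation factor of 2 or more at 20 µM, relative to plate controls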
* marks the source's active call; other numbers are inactive results; . = no result given. Hits appear at their usual frequency; 10% or so of the library scored in one or more.

SMILES | bIAP inhibitor | bIAP act | TNAP inh hi DEA | Diaph act CS | Lmaj promast | PMI act hi M6P | TNAP inh no acc | TNAP act hi DEA | Diaphorase inh | PMI act
COC(=O)CN(c1cc(Cl)ccc1OC)S(=O)(=O)c1ccc(OC)c(OC)c1 | -18.2 | 1.2 | -7.3 | 0.9 | -5.2 | 1.1 | -6.5 | 1.1 | 14.6 | 1
COc1ccc(-c2cc(=O)oc3c(C)c(OCc4nn[nH]n4)ccc23)cc1 | 2.4 | 1 | -4.4 | 1 | -6.1 | 1.1 | 3.7 | 1 | 2.8 | 1.1
Cc1c(C(=O)OC2CCCCC2)sc2nc[nH]c(=O)c12 | 6.5 | 0.9 | -6.7 | 0.7 | -2.4 | 0.8 | -23.1 | 1.1 | 33.1 | 0.8
[O-][n+]1c2c(nc3c1-c1ccccc1C3O)CCCC2 (stereo unspecified) | -2.7 | 1 | -2.8 | . | -5.6 | . | -4.6 | 1 | . | .
CC1(C)CC(C(CC(=O)Nc2nccs2)c2ccccc2)CCO1 (stereo unspecified) | 3.6 | 1 | -1.2 | 0.9 | -4.2 | 1 | 4.4 | 1 | 10.0 | 1
N#CCc1nc(CSc2nc3ccccc3o2)cs1 | 11.2 | 0.9 | -9.9 | 0.9 | 0.0 | 1 | -15.1 | 1.1 | 8.3 | 1.1
Cc1cccc(N(CC(=O)N/N=C/c2cc([N+](=O)[O-])ccc2Cl)S(C)(=O)=O)c1C | 4.9 | 1 | -0.4 | 0.8 | 86.4* | 0.9 | 18.5 | 1 | 19.0 | 0.9
COc1ccc2oc(=O)c(C(=O)O)cc2c1 | 6.3 | 0.9 | 0.4 | 0.9 | -0.1 | 1.1 | -7.9 | 1 | 5.1 | 1
O=C(CCNC(=O)c1ccc(Br)o1)NCc1ccccn1 | -26.3 | 1.3 | -2.6 | 0.9 | -2.3 | 1.1 | -8.6 | 1 | 6.0 | 1.1
O=C(CCc1nc(-c2ccccc2Cl)no1)NCC1CCCO1 (stereo unspecified) | -2.8 | 1 | -2.6 | 1 | -6.3 | 1.1 | -13.0 | 1 | -0.2 | 1.2
Cc1ccc(NC(=O)c2ccc(NCc3ccc(F)cc3)nc2)cc1 | 1.3 | 1 | -9.9 | 1 | -5.0 | 1.1 | -12.8 | 1.1 | -3.8 | 1
CS(=O)(=O)N(Cc1ccccc1)c1ccc(C(=O)N2CCc3ccccc3C2)cc1 | -1.7 | 1 | -4.4 | 0.8 | 13.4 | 0.9 | -0.8 | 1 | 21.9 | 1
CCOc1cnc(-c2c(-c3c(Cl)cccc3Cl)noc2C)o1 | 2.8 | 1 | -5.0 | 0.8 | 13.6 | 0.9 | -12.8 | 1.1 | 16.0 | 1
COc1ccc(C2C(C(=O)NCc3cccnc3)c3cc(OC)c(OC)cc3C(=O)N2C)cc1 (stereo unspecified) | -18.9 | 1.2 | -1.0 | 0.9 | -5.5 | 1.1 | 5.6 | 1 | 5.9 | 1.1
CCOC(=O)c1cnc2c(C)c(C)ccc2c1Nc1ccc(S(=O)(=O)Nc2ncccn2)cc1 | -15.0 | 1.1 | -5.3 | 0.6 | -3.2 | 0.7 | -0.1 | 1.1 | 38.7 | 0.8
CCN(CC)CCNC(=S)NC(=O)c1cn(-c2ccccc2)nc1-c1ccc(OC)cc1 | 17.8 | 0.8 | -3.6 | 1 | 90.7* | 1 | -15.2 | 1 | 2.2 | 0.9
CCO[C@@H]1OC(C(=O)N2CCN(C)CC2)=C[C@H](C(C)(C)C)[C@H]1CCCO | -27.6 | 1.3 | -5.0 | 0.7 | -3.1 | 0.9 | -6.5 | 1.1 | 27.7 | 0.9
O=C(Cc1ccccc1)NNC(=O)Nc1cccc(Cl)c1 | -3.8 | 1 | -4.5 | 1 | -6.2 | 1 | -2.0 | 1 | -1.1 | 1.2
COc1ccc(CN2CCN(C(=O)CC(C)C)CC2)c2ccccc12 | -18.5 | 1.2 | -3.3 | 0.8 | 3.6 | 0.9 | -6.1 | 1 | 24.9 | 0.8
NC(=O)SCC(=O)Nc1ccc(Cl)c(Cl)c1 | . | 0.4 | 2.7 | 0.6 | 98.0* | 1 | 13.8 | 1 | 42.1 | 1
O=C(NNc1c(F)c(F)cc(F)c1F)c1cc2ccccc2oc1=O | 7.5 | 0.9 | -1.6 | 0.9 | -3.6 | 0.8 | -6.6 | 1 | 8.4 | 1
Cc1cc(NS(=O)(=O)Cc2ccccc2)no1 | 10.7 | 0.9 | -5.9 | 0.8 | -4.5 | 0.9 | -11.9 | 1.1 | 18.1 | 0.9
COc1ccc(-c2nc3nc(C)c(Cc4ccccc4)c(=O)n3[nH]2)cc1 | 2.8 | 1 | 1.7 | 0.9 | -1.3 | 1 | 4.7 | 1 | 11.8 | 1
COc1ccc(C(=O)NCC(=O)OCC(=O)c2ccc3c(c2)NC(=O)CO3)cc1OC | 1.9 | 1 | -0.4 | 1 | -8.2 | 1 | -12.0 | 1 | 0.7 | 1.1
Cc1ccc(-c2csc3nc(C)n(-n4cccc4)c(=O)c23)o1 | 7.6 | 0.9 | -6.2 | 0.8 | -3.7 | 1 | -8.0 | 1.1 | 19.4 | 1
Cc1cccc(N(CC(=O)NCCC2=CCCCC2)S(C)(=O)=O)c1C | -9.5 | 1.1 | -0.2 | 0.9 | 29.0 | 1.1 | -8.1 | 1 | 11.4 | 1
COc1ccc(CNc2nc3ccccc3n2Cc2ccc(C)cc2)cc1OC | -24.6 | 1.2 | -6.2 | 0.9 | 21.7 | 0.9 | -19.9 | 1.1 | 10.6 | 0.9
O=c1oc(-c2cccs2)nc2sc3c(c12)CCCC3 | 22.6 | 0.8 | -1.8 | 0.9 | 1.2 | 1 | -0.8 | 1 | 12.5 | 1
COc1ccc(C(=O)NC(=S)Nc2ccccc2[N+](=O)[O-])cc1OC | -14.9 | 1.1 | 1.9 | 0.9 | 0.7 | 1 | -2.0 | 1 | 5.5 | 1
Cc1ccc(CN2CCN(C/C=C/c3ccc(F)cc3)CC2CCO)o1 (stereo unspecified) | -8.4 | 1.1 | -4.1 | 1 | 23.8 | 1 | -1.3 | 1 | -3.1 | 1
CC(=O)OCC(=O)[C@@]1(OC(C)=O)[C@@H](C)C[C@H]2[C@@H]3C[C@H](F)C4=CC(=O)C=C[C@]4(C)[C@@]3(F)[C@@H](O)C[C@@]21C | -46.7 | 1.5 | -3.1 | 0.8 | 0.4 | 1 | -11.7 | 1 | 15.0 | 1
CCOc1ccc(-n2c(C)nnc2SCC(=O)N(CC)CC)cc1 | 6.6 | 0.9 | 0.0 | 0.9 | 0.0 | 1 | -5.5 | 1 | 6.3 | 0.9
COc1cc(/C=N/NC(=O)CN(Cc2ccco2)S(=O)(=O)c2ccccc2)ccc1O | -0.1 | 1 | 0.2 | 0.8 | 14.7 | 1 | -12.6 | 1 | 20.8 | 0.9
C=CCn1c(O)c(CN2CCCCC2)c(C)c(C#N)c1=O | 0.9 | 1 | 1.9 | 0.7 | -0.6 | 0.3 | -5.0 | 1 | 32.4 | 0.7
CCN(CC(=O)Nc1ccc(NC(C)=O)cc1)C(=O)/C=C/c1cccs1 | -21.0 | 1.2 | -3.3 | 0.9 | -5.2 | 1 | -12.4 | 1 | 8.5 | 0.9
COc1cc2c(cc1OC)-c1nnnn1C(C)(C)C2 | 9.7 | 0.9 | 1.8 | 0.9 | 31.3 | 0.8 | -4.7 | 1 | 14.8 | 0.9
COc1ccc(C(=O)NNC(=O)CCC(=O)Nc2cc(C)on2)cc1 | 8.1 | 0.9 | -6.4 | 0.7 | -0.5 | 0.9 | -8.3 | 1.1 | 25.6 | 0.9
CNC(=O)CN1C(=O)CSc2ncccc21 | 3.7 | 1 | -0.7 | 1.1 | -9.7 | 1.1 | -11.1 | 1 | -9.7 | 1.1
CCOc1ccc(S(=O)(=O)NCCC2=CCCCC2)c2ccccc12 | . | 0.4 | 1.3 | 0.9 | 28.1 | 0.9 | -5.4 | 1 | 14.2 | 0.9
CCCNC(=O)COc1ccc(S(=O)(=O)Nc2ccc(C)cc2)cc1 | 10.3 | 0.9 | -3.7 | 1 | 3.2 | 1.1 | -6.7 | 1 | -3.9 | 1
COc1ccc(/C=C2\CCCC3C2=NN(C(=O)CSc2n[nH]c(N)n2)C3c2ccc(OC)cc2)cc1 (stereo unspecified) | -3.9 | 1 | -7.9 | 0.7 | -0.7 | 0.8 | -5.7 | 1.1 | 31.2 | 0.8
CCOc1ccc(Nc2nc(N3CCCCC3)nc(N3CCCCC3)n2)cc1 | 14.1 | 0.9 | -4.5 | 0.8 | 59.2* | 1 | 6.3 | 1 | 21.3 | 0.9
CCOC(=O)c1ccc2c(c1)C1C=CCC1C(C(=O)O)N2 (stereo unspecified) | 18.3 | 0.8 | 3.1 | 0.4 | -4.0 | 1.7 | 0.2 | 1 | 61.7* | 1.2
CC(=O)Cc1nsc(NC(=O)c2ccc(-c3cc(Cl)ccc3Cl)o2)n1 | 10.7 | 0.9 | -2.7 | 0.9 | -3.9 | 1 | -10.8 | 1 | 7.5 | 1
CC(=O)NC(CC(=O)c1ccc([N+](=O)[O-])cc1)C(Cl)(Cl)Cl (stereo unspecified) | 23.5 | 0.8 | 4.4 | 1 | -2.9 | 1 | -0.2 | 1 | 4.7 | 0.9
O=C(Cn1c(-c2ccccn2)nc2ccccc21)NCCN1CCOCC1 | 2.8 | 1 | -5.7 | 0.9 | -3.0 | 1 | -16.0 | 1.1 | 11.8 | 0.9

Four of these compounds, reformatted:
Below each compound: bIAP inhibitor, bIAP act, TNAP inh hi DEA, Diaph act CS, Lmaj promast, PMI act hi M6P, TNAP inh no acc, TNAP act hi DEA, Diaphorase inh, PMI act
CNC(=O)CN1C(=O)CSc2ncccc21
  3.7, 1, -0.7, 1.1, -9.7, 1.1, -11.1, 1, -9.7, 1.1
CCOc1ccc(S(=O)(=O)NCCC2=CCCCC2)c2ccccc12
  ., 0.4, 1.3, 0.9, 28.1, 0.9, -5.4, 1, 14.2, 0.9
CCCNC(=O)COc1ccc(S(=O)(=O)Nc2ccc(C)cc2)cc1
  10.3, 0.9, -3.7, 1, 3.2, 1.1, -6.7, 1, -3.9, 1
COc1ccc(/C=C2\CCCC3C2=NN(C(=O)CSc2n[nH]c(N)n2)C3c2ccc(OC)cc2)cc1 (stereo unspecified)
  -3.9, 1, -7.9, 0.7, -0.7, 0.8, -5.7, 1.1, 31.2, 0.8
